Bioassay records (PubChem BioAssay)
ERp5 inh – inhibitors of ERp5-driven insulin aggregation, primary screen, biochemical, turbidity, absorbance 650 nm, single point; inhibition, % at 9.99 µM; Protein disulfide-isomerase A6 (Homo sapiens), Q15084; 90 min; hit rate 0.05% among 350,000;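 active = mean replicate inhibition above about 25%, with every replicate also reaching it, limit read from the data, passing the limit was not always enough; inconclusive = only one of those two criteria met; inactive = neither criterion met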
Target sequence (Q15084 whole entry, looked up): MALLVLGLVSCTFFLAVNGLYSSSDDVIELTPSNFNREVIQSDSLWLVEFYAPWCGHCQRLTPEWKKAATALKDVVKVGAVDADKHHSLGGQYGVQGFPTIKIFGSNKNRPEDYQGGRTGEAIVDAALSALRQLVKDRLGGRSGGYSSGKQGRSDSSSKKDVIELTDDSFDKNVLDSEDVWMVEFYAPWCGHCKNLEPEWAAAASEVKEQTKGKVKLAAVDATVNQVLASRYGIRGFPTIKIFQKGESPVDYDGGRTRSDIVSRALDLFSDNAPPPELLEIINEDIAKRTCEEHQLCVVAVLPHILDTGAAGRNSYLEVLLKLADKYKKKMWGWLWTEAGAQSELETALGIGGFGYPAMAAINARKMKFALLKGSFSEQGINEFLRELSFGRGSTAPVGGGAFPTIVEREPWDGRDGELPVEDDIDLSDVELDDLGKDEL
PglD DTNB – C. jejuni PglD acetyltransferase inhibitors, primary screen, biochemical, DTNB colorimetric, single point; purified PglD enzyme, DTNB colorimetric CoA detection; UDP-N-acetylbacillosamine N-acetyltransferase PglD (Campylobacter jejuni); hit rate 0.098% among 360,000; inhibition, % at 12.5 µM; in the data active = inhibition above about 16%, passing the limit was not always enough; inconclusive = no clear call, values can overlap the other calls; note: strong numbers were not always called active
SIRT5 block – SIRT5 desuccinylase inhibitors, primary screen, biochemical, fluorescence imaging, single point, set 5; NAD-dependent protein deacylase sirtuin-5, mitochondrial (Homo sapiens), Q9NXA8; Purified SirT5, succinyl-peptide AMC, trypsin-coupled fluorescence; inhibition, % at 15 µM; hit rate 1.1% among 330,000; in the data active = inhibition above about 15%; inconclusive = no clear call, values can overlap the other calls
Target sequence (Q9NXA8 whole entry, looked up): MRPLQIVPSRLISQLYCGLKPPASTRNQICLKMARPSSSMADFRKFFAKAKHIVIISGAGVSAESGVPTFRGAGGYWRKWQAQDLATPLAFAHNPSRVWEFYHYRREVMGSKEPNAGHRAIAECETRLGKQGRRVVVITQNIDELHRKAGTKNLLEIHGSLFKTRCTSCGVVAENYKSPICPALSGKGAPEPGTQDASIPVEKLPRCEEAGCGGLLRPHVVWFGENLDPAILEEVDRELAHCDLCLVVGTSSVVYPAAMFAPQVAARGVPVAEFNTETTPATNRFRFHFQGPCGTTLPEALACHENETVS
DENV2 CPE – inhibitors of DENV2 cytopathic effect, primary screen, cell-based, plate reader, single concentration; CPE inhibition, % at 9.99 µM; hit rate 1.7% among 350,000; DENV2-infected cells, cytopathic effect rescue; AID 651640, 2012; in the data active = CPE inhibition above about 20%, passing the limit was not always enough; inconclusive = no clear call, values can overlap the other calls; tested in BHK-21 cells;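 note: 0% = median of neutral control wells and 100% = median of positive control wells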
E-sel inducer – E-selectin induction in HUVECs, primary screen, imaging, HUVEC, immunofluorescence imaging, single point; P16581; normalized: neutral wells 0, TNF-alpha wells 100; activation, % at 7.58 µM; hit rate 0.37% among 260,000; AID 686992, 2013;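 active = mean E-selectin-positive cell signal at least 10% of the positive control, reached in at least 60% of replicates, without over 20% cell loss; inconclusive = no rule given, readout overlaps actives, possibly toxicity-flagged; inactive = the rest, including those meeting only one limit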;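 note: in these data hits start at about 27%; measured in HUVEC primary endothelial cells; signal is the percent of cells scored E-selectin positive by PE staining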
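Test system: HUVEC; input: 3,000 HUVEC/well; measured by: immunofluorescence imaging; read-out: % PE-positive cells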
S100A4 inh HTS – inhibitors of S100A4-myosin IIA peptide binding, primary screen, biochemical, fluorescence polarization, TAMRA-MyoIIA peptide | hit rate 0.14% among 360,000 | Protein S100-A4 (Homo sapiens), P26447 | inhibition, % at 10.7 µM | AID 652163, 2013;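 active = mean inhibition of at least 70% across replicates, with every replicate also reaching that level; inconclusive = mean inhibition reaches 70% but some replicates fall short; inactive = mean inhibition below 70%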
Target sequence (P26447 whole entry, looked up): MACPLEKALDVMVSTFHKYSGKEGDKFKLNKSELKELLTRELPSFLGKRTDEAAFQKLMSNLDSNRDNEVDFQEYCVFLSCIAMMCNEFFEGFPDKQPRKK
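Material: S100A4 monomer protein | Medium: HEPES pH 7.2 with CaCl2, KCl, NaCl, DTT, Triton | Reagent: Labelled myosin peptide probe, 5 nM | Doses: One dose per compound | Times: 5 min incubation before reading | Benchmarks: Neutral control DMSO, positive control TFP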
Statin myotox sup – suppressors of statin myotoxicity in C2C12 myotubes, primary screen, cell-based, single point, plate reader; C2C12 myotubes + simvastatin, ATP luminescence, 48 h; scaled: DMSO 0, geranylgeraniol control 100; hit rate 0.78% among 330,000; AID 602340, 2012; rescue of ATP level, % at 7.49 µM;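 active = mean ATP rescue above about 67%, or every replicate alone reaching that limit, limit read from the data, passing the limit was not always enough; inconclusive = no clear call, values can overlap the other calls; inactive = mean under the limit and some replicate under it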;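 note: myotubes were challenged with 10 µM simvastatin during compound exposure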
Starred values were filed as active, the others as inactive; ? = inconclusive; . = no result given; & = joins results of further samples.

SMILES	ERp5 inh	PglD DTNB	SIRT5 block	DENV2 CPE	E-sel inducer	S100A4 inh HTS	Statin myotox sup
COc1cc2c(cc1OC)C(C)N(C(=O)CCc1c[nH]c3ccccc13)CC2 (centres undefined)	-1	-4	-5	7	.	-7	1
C[C@H](CO)N1C[C@H](C)[C@H](CN(C)Cc2ccc(C(=O)Nc3ccccc3N)cc2)Oc2ccc(NC(=O)Nc3ccc4c(c3)OCO4)cc2CC1=O	1	-1	3	-20	1.0	2	4
C/C(=N\Nc1nc(N2CCOCC2)nc(N2CCOCC2)n1)c1cccc([N+](=O)[O-])c1	-4	.	-2	?	.	-4	.
C[C@@H]1CN([C@@H](C)CO)C(=O)c2cc(-c3cccnc3)cnc2O[C@@H]1CN(C)C(=O)Nc1ccc2c(c1)OCO2	-1	1	1	6	0.0	-4	5
CCc1cccc2c1NC(=O)C2=O	0	3	-9	?	0.4	1	3
CCOC(=O)C1=C(C)NC(C)=C(C(=O)OCC)C1C(=O)OCC(=O)N1CCC(C)CC1	7	3&-3	.	-1	-0.4	0	3&5
N#CC1=C(N)Oc2n[nH]c(-c3ccccc3)c2C1c1ccncc1 (centres undefined)	.	15	.	.	-0.6	.	4
CCc1nnc(NC(=O)CCC(=O)N2CCN(Cc3ccc(C)cc3C)CC2)s1	-2	5	-7	2	.	-2	3
CC(/C=N/Nc1nc(C)cc(C)n1)=C\c1ccc(C(C)C)cc1	.	6	.	.	0.4	.	-6
Cc1ccc(Cl)cc1NC(=O)CON=C(N)c1ccccc1	-2	-1	9	-4	-0.1	1	17
Clc1cc(Cl)c(Cl)cc1Cl	7	0	.	5	.	4	-9
COc1ccc2cc(C(=O)C3CCCN(C(=O)C4=NN(C)C(=O)CC4)C3)ccc2c1 (centres undefined)	7	-3	-29	-4	.	7	-4
COC(=O)C1=C(C)NC(=S)NC1c1ccc(OCC(=O)N2CCCCC2)c(OC)c1 (centres undefined)	1	3	0	1	-1.2	-10	-3
CC(=O)c1csc(COc2ccc(Cl)cc2)n1	6	.	0	-5	.	-28	8
CCCOc1ccc(C(=O)ON=C2CCN(C)CC2)cc1	0	0	4	-4	.	2	.
CC(C)(C)C(=O)C(Cl)C(=O)Nc1ccccc1 (centres undefined)	-1	.	-1	-4	-0.2	3	.
CC(C)NC(=O)N(C)C[C@@H]1Oc2ccc(N(C)C)cc2C(=O)N([C@@H](C)CO)C[C@H]1C	4	-1	-2	4	-3.4	-8	-49
COCCNC(=O)CSCc1cc(C)cc(C)c1	2	.	-2	1	.	-1	.
Cc1cccc(NC(=O)NNC(=O)COc2ccc([N+](=O)[O-])cc2)c1C	-3	-1	0	?	0.7	-2	.
C[C@@H]1CN([C@H](C)CO)C(=O)c2cc(N(C)C)ccc2O[C@@H]1CN(C)C(=O)Nc1ccc(F)cc1	7	0	-3	?	.	1	6
Cc1ccc(Cn2cc(CN3CC(N4CCN(Cc5ccccc5F)CC4)CS3(=O)=O)nn2)cc1 (centres undefined)	-3	.	3	-10	-0.3	13	.
c1ccc(SCc2nc(-c3ccncc3)n[nH]2)nc1	1	.	-3	?	-1.7	8	.
O=C(CSc1cc(Cl)ccc1Cl)NCC(=O)Nc1ccc(F)c(F)c1F	3	.	-1	-1	.	3	.
C[C@H](CO)N1C[C@H](C)[C@H](CN(C)S(=O)(=O)c2ccccc2F)Oc2cc(C#Cc3cccc(F)c3)ccc2S1(=O)=O	-5	3	7	2	-1.0	22	8
Cc1ccccc1S(=O)(=O)/N=C(/Nc1nc2ccccc2s1)c1ccccc1	-7	0	-2	-7	.	-9	-1
SMILES	ERp5 inh	PglD DTNB	SIRT5 block	DENV2 CPE	E-sel inducer	S100A4 inh HTS	Statin myotox sup
CC(C)(C)[C@H]1COC(=O)[C@H](NC(=O)OCC2c3ccccc3-c3ccccc32)C/C=C\C[C@@H](CC(=O)N[C@H](CO)Cc2ccccc2)C(=O)N1	2	7	.	-5	0.3	5	-15
Cc1noc(C)c1COc1ccccc1C(=O)NNC(=O)c1ccccc1	3	-2	2	-2	-0.4	-4	-3
COc1ccc2c3c(n(C)c2c1)[C@@H](CO)N(C(=O)CC1CC1)CC31CN(C(=O)C2CCC2)C1	3	.	0	10	0.3	11	.
COc1ccc(S(=O)(=O)Nc2ccc3c(c2)C(=O)N([C@H](C)CO)C[C@H](C)[C@@H](CN(C)Cc2ccc(-c4ccccc4)cc2)O3)cc1	7	4	17*	7	-0.1	2	.
COCC(=O)N1C[C@@H](C)[C@@H](OC)CN(C)C(=O)c2cc(NC(=O)Nc3ccccc3)ccc2OC[C@H]1C	7	1	-4	0	-0.1	-8	-2
C[C@H]1CN([C@@H](C)CO)C(=O)c2cc(NS(=O)(=O)c3ccccc3)ccc2O[C@@H]1CN(C)C(=O)Nc1ccc2c(c1)OCO2	5	0	-1	-4	-0.1	-2	.
O=C(N[C@@H]1C=C[C@H](CC(=O)N2CCCCC2)O[C@H]1CO)c1cccc(F)c1	0	9	1	1	0.4	-5	-2
Cc1ccsc1/C=N/n1c(C2CCCCC2)n[nH]c1=S	2	-1	3	.	-1.3	4	.
COC(=O)c1ccc(NC(=O)c2cccc(NC(=O)c3ccccc3)c2)cc1	-3	4	-3	-2	0.0	3	-14
CC(NC(=O)c1ccco1)C(c1cccs1)N1CCN(c2ccc(F)cc2)CC1 (centres undefined)	-2	.	-3	5	.	-8	.
COc1ccc(-n2nc(C(=O)NCC(=O)NCCCN3CC(C)CC(C)C3)c3ccccc3c2=O)cc1OC (centres undefined)	0	2	-5	3	.	7	-3
Cc1[nH]nc2c1C(C(C)c1ccccc1)C(C#N)=C(N)O2 (centres undefined)	-1	.	3	-7	.	5	.
CCCn1c(SCC(=O)OCC)nc(C(F)(F)F)cc1=O	1	.	1	4	-0.1	1	5
Cc1cc(C)cc(NC(=O)C2CCN(S(=O)(=O)c3ccc4c(c3)NC(=O)C(C)S4)CC2)c1 (centres undefined)	-1	3	-2	-1	.	-4	10
Cc1ccc(C)c(NS(=O)(=O)c2ccccc2C)c1	-1	5	2	-2	-0.6	-4	-10
COCC(C)NCc1ccc(OC)c(Br)c1 (centres undefined)	10	.	-7	.	1.5	3	.
O=C(NCc1ccc(F)cc1)c1cc(C2CCCCN2S(=O)(=O)c2cccc3cccnc23)on1 (centres undefined)	0	3	.	-10	0.0	-14	8
O=C(Nc1ccccc1F)N1CCCCN2[C@H](CO)[C@@H](c3ccc(C#Cc4cccnc4)cc3)[C@@H]2C1	-2	-8	3	-8	-0.7	1	-31
COc1ccc(C(=O)COC(=O)CNC(=O)C2CCCCC2)c(OC)c1	-7	-1	1	.	.	-2	0
COCC(=O)Nc1ccc2c(c1)[C@H]1C[C@@H](CC(=O)N(C)C)O[C@H](CO)[C@H]1O2	-1	0	-3	0	-0.1	-33	-11
CCOC(=O)[C@]12CCCC=C1N(Cc1cccc3ccccc13)C(=O)[C@H](CC(=O)NCc1ccc(OC)c(OC)c1)C2	-3	.	-2	-4	.	0	.
CCOC(=O)c1cc(NC(=O)c2ccco2)ccc1N1CCOCC1	5	.	-6	.	.	-19	.
O=C(c1ccccn1)N1CC2(C1)[C@H](c1ccccc1)[C@@H](CO)N2Cc1ccc(F)cc1	2	.	0	39*	-0.1	-13	.
O=C(Nc1nccs1)C1=COCCO1	3	-4	.	?	-1.2	-45	2
Oc1c(Cl)cc(CN2CCOCC2)c2cccnc12	-3	3	-3	17	-2.0	-1	2

Complete entries, quoted from the list. Values in the order: ERp5 inh, PglD DTNB, SIRT5 block, DENV2 CPE, E-sel inducer, S100A4 inh HTS, Statin myotox sup
COCCNC(=O)CSCc1cc(C)cc(C)c1 is entered as 2, ., -2, 1, ., -1, .
CC(NC(=O)c1ccco1)C(c1cccs1)N1CCN(c2ccc(F)cc2)CC1 (centres undefined) is entered as -2, ., -3, 5, ., -8, .
C/C(=N\Nc1nc(N2CCOCC2)nc(N2CCOCC2)n1)c1cccc([N+](=O)[O-])c1 is entered as -4, ., -2, ?, ., -4, .

The list continues.
SMILES	ERp5 inh	PglD DTNB	SIRT5 block	DENV2 CPE	E-sel inducer	S100A4 inh HTS	Statin myotox sup
COCCN(C(=O)c1ccc(N2CCCC2=O)cc1)c1c(N)n(Cc2ccccc2)c(=O)[nH]c1=O	2	-3	-5	-2	.	-8	-4
COc1ccc2c3c([nH]c2c1)[C@@H](CO)N(C(=O)NC(C)C)CC31CCN(C(=O)c2cnccn2)CC1	-1	.	3	-3	-0.2	-3	.
C[C@H](CO)N1C[C@H](C)[C@@H](CN(C)C(=O)c2ccccc2F)Oc2ncc(-c3ccc(F)cc3)cc2C1=O	5	1	-3	13	-0.7	0	30
Cn1c(SC2CCCCC2=O)nnc1-c1ccccc1F (centres undefined)	1	-1	8	-8	.	0	-1
Cc1ccc([N+](=O)[O-])cc1S(=O)(=O)Nc1ccc(O)c(Sc2ncn[nH]2)c1	3	-4	1	3	-0.7	2	-2
CN1CCN(CCCCOc2ccc(Br)cc2)CC1	3	-2	3	16	.	0	-4
C[C@H](CO)N1C[C@H](C)[C@H](CN(C)S(=O)(=O)c2cn(C)cn2)Oc2ccc(NC(=O)Nc3ccccc3)cc2CC1=O	5	3	-13	17	0.2	-10	-4
Cc1cccc(NC(=O)CSCC(=O)Nc2ccccc2N2CCCC2)c1	2	-5	-3	-4	0.2	0	5
Cc1ccc(OC(C)C(=O)Nc2ncc(Cl)cc2Cl)c([N+](=O)[O-])n1 (centres undefined)	1	0	.	?	-0.1	-2	-8
CCc1ccccc1NC1=NCC(=O)N1C1CCCC1	2	.	1	.	.	8	.
O=C(Oc1cc(Cl)cc(Cl)c1)c1cnc2n(c1=O)CCS2	2	-1	0	-1	.	-9	8
Cc1ccc(C)c(NC(=S)N(C)C)c1	2	1	-4	0	4.2	11	1
O=C(N[C@H]1C=C[C@@H](CC(=O)N2CCc3ccccc3C2)O[C@H]1CO)C1CCOCC1	0	.	-3	15	-1.3	-2	.
Cc1c(Cl)cccc1NC(=S)NCC1COc2ccccc2O1 (centres undefined)	1	.	-1	1	.	5	.
Cc1ccc(NC(=S)NCc2ccccc2)cc1[N+](=O)[O-]	3	.	1	.	3.7	-1	.
O=[N+]([O-])c1c(Nc2ccc(O)cc2)cc(N2CCOCC2)c2nonc12	-2	.	-2	0	.	2	.
COc1ccccc1CNC(=O)c1ccc2c(=O)n3c(nc2c1)CCCCC3	0	0	-3	-1	.	2	-8
Nc1nc(N)nc(-c2cc(F)ccc2O)n1	2	0	.	-5	0.3	0	-4
C[C@@H]1CN([C@@H](C)CO)C(=O)CCCn2nncc2CO[C@H]1CN(C)CC1CC1	3&0	3	-2&-3	1&0	-4.8&0.1	-7&5	-12
CCCC#Cc1ccc2c(c1)O[C@H](CN(C)Cc1cncnc1)[C@@H](C)CN([C@@H](C)CO)S2(=O)=O	-1	-3	4	2	0.2	2	-36
O=c1c2cn[nH]c2nc(SCc2cc(=O)n3cc(Br)ccc3n2)n1-c1ccc(Br)cc1	9	.	3	.	-2.3	0	.
Cc1ccc(NC(=O)CSc2ncn[nH]2)cc1S(=O)(=O)N1CCOCC1	1	.	-1	5	-0.2	2	0
CC(Cn1cncn1)C(=O)N1CCN(S(=O)(=O)c2ccc(Cl)cc2)CC1 (centres undefined)	0	5	0	3	0.1	-3	7
CCCCN1C(=O)C(CC(=O)NCc2ccco2)CC(C(=O)N2CCOCC2)=C1C (centres undefined)	-2	.	0	-14	0.3	-1	4
COc1cccc(NC(=S)N2CCN(S(C)(=O)=O)CC2)c1	-7	8	-1	2	0.0	0	3
COC(=O)Nc1ccc(=O)n(Cc2c(Cl)cccc2Cl)c1	.	2	.	.	1.6	.	8

Some of the compounds tested, so the mix of outcomes need not match the whole.
